# Siah-1 displacement = blockers of Siah-1 interaction with plectin peptide – biochemical, fluorescence polarization, rhodamine-plectin, uHTS, primary screen (AID 1817); one-dose displacement, % at 20 µM; IC50 in µM for titrated hits; 290,000 tested, 0.02% active; Siah-1 / rhodamine-plectin peptide fluorescence polarization; higher % means a stronger effect;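 active = displacement of at least 50% at 20 µM, with a fluorescence ratio check between 0.3 and a set limit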;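 note: plate controls were Siah plus tracer with DMSO for no effect and tracer alone without Siah for full effect; strong numbers were not always called active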
# HIV peptide binding = inhibitors of HIV fusion peptide binding, primary screen, biochemical, uHTS, fluorescence dequenching (AID 1986); 290,000 tested, 0.3% active; cell-free peptide binding, fluorescence dequenching, 30 min; higher % means a stronger effect; inhibition, % at 20 µM, or IC50 in µM where a hit was titrated; in the data active = inhibition mostly above about 52%, no sharp cut-off; inactive = mostly below about 76%; note: some results filed as inactive read as strong as hits
# Salmonella PhoP GFP = inhibitors of PhoP regulon expression, primary screen, Salmonella Typhimurium, GFP reporter (AID 1863). 300,000 tested, 0.16% active. inhibition, % at 50 µM; hits with a dose series show IC50 in µM. S. Typhimurium PhoP-regulated promoter GFP reporter, 4 h; higher % means a stronger effect;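 active = inhibition over 29.93%, a cutoff 3 SD above the screen mean, later confirmed by dose response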;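 note: 0% = low Mg2+ inducing control and 100% = high Mg2+ repressing control; strong numbers were not always called active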
# KOR beta-arrestin-1 = KOR antagonists, beta-arrestin recruitment, cell-based, luminescence, uHTS (AID 1778). KOR beta-arrestin recruitment, luminescence, antagonist mode; higher % means a stronger effect. inhibition, % at 10 µM, or IC50 in µM where a hit was titrated. 290,000 tested, 0.091% active; note: strong numbers were not always called active
# KOR beta-arrestin-2 = KOR agonists, beta-arrestin recruitment, primary screen, cell-based, luminescence, uHTS (AID 1777). KOR beta-arrestin recruitment, luminescence; higher % means a stronger effect. one-dose activation, % at 10 µM; EC50 in µM for titrated hits. 280,000 tested, 0.02% active; in the data active = activation above about 50%, passing the limit was not always enough; note: a part of the inactive calls stands beside numbers as strong as those of hits
# HEK293 NOD2/NF-kB = inhibition of NOD2-driven NF-kB reporter – cell-based, luminescence, uHTS, HEK293 (AID 1566); HEK293 NOD2/NF-kB luciferase reporter, luminescence; higher % means a stronger effect; one-dose inhibition, % at 4 µM; EC50 in µM for titrated hits; 290,000 tested, 0.63% active; note: many of its hits are not listed in these tables
# LYP phosphatase = inhibitors of LYP phosphatase, biochemical, fluorescence intensity, uHTS (AID 1779) | recombinant LYP phosphatase, fluorescence intensity; higher % means a stronger effect | one-dose inhibition, % at 11.5 µM; IC50 in µM for titrated hits | 290,000 tested, 0.054% active;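 note: plate controls were vehicle with enzyme for no effect and no enzyme for full effect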
# Myeloid diff 2 = compounds promoting myeloid differentiation | calls only at 10 µM | ER-HoxA9 myeloid progenitors, lysozyme-GFP differentiation, flow cytometry | 360,000 tested, 1% active | AID 624256;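 active = normalized GFP-positive differentiation at or above the plate's own cutoff, the solvent-only control mean plus 3 SD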;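 note: cells exposed to compound for four days before flow analysis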
# NOD1 inhibition = NOD1 signaling inhibitors, primary screen, cell-based, luminescence, uHTS (AID 1578) | 290,000 tested, 1% active | inhibition, % at 4 µM; hits with a dose series show EC50 in µM | NOD1-driven NF-kB luciferase reporter cells, luminescence; higher % means a stronger effect; in the data active = inhibition mostly above about 36%, no sharp cut-off; inactive = mostly below about 34%;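 note: HEK-293T reporter cells stimulated with the NOD1 agonist gamma-tri-DAP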
# Myeloid diff 2 GFP+ MAC1+ % = recorded beside Myeloid diff 2, whose call it bears; GFP+ MAC1+ double positive, %; measured here: differentiation confirmed by MAC1 staining
# An asterisk follows results filed as active; i = inactive; . = no result given; [ ] = another dose, or the depositor's remark. Cut-off read from the data, not from the text of the source, unless noted: active = inhibition above about 50%; inactive = the rest. An excerpt; count on the stated rates, not on these rows.
SMILES,Siah-1 displacement,HIV peptide binding,Salmonella PhoP GFP,KOR beta-arrestin-1,KOR beta-arrestin-2,HEK293 NOD2/NF-kB,LYP phosphatase,Myeloid diff 2,Myeloid diff 2 GFP+ MAC1+ %,NOD1 inhibition
CC(C)NC(=O)C1CCN(C2CCN(Cc3nc(C(C)C)cs3)CC2)CC1,1.9%,0.3%,-1.4%,10.6%,.,7.1%,-11.6%,i,0.3,-34.1%
Cc1nc(NC(=O)CN2CCC(O)(c3ccc(F)cc3)CC2)sc1C,1.9%,-0.2%,2.7%,19.1%,-0.9%,-6.3%,-7.4%,i,0.6,-4.8%
c1ccc2c(c1)CCOC2CNCCCN1CCCCC1 (stereo not given),-4.6%,2.4%,-4.0%,7.7%,14.7%,-3.7%,-3.5%,i,0.7,-13.5%
O=C(CSCc1ccccc1Cl)Nc1ccc(C(=O)O)cc1,-1.8%,3.8%,2.1%,-12.4%[20 µM],-0.4%,10.4%,-1.2%,i,0.8,9.5%
COc1cccc(-c2nnc(SCC(=O)Nc3ccc4c(c3)OCCO4)n2Cc2ccco2)c1,-0.4%,-0.5%,2.5%,-2.5%,4.2%,3.9%,3.2%,i,1.3,-15.7%
CC1(C)S[C@@H]2[C@H](NC(=O)[C@H](N)c3ccc(O)cc3)C(=O)N2[C@H]1C(=O)O,-5.2%,2.3%,5.9%,18.9%,-3.0%,9.3%,-9.2%,i,1.1,10.5%
CCn1c(CCC(=O)Nc2ccccc2F)nnc1SCC(=O)Nc1ccc(OC)cc1,3.2%,-1.1%,-3.1%,20.2%,1.7%,3.3%,-4.8%,i,3.6,-1.8%
CCCSc1nc2c(c(=O)[nH]c(=O)n2C)n1Cc1ccc(C)cc1,2.3%,-1.3%,10.4%,0.9%,2.8%,25.3%,-7.2%,i,0.7,17.3%
Cc1ccc(-c2cc(NC(=O)CSc3n[nH]c(N)n3)n(-c3ccccc3)n2)cc1,3.0%,-1.0%,2.4%,-28.5%,-3.3%,-15.9%,-8.5%,i,0.5,13.5%
CCC(C)C(=O)Nc1nc2ccc(S(C)(=O)=O)cc2s1 (stereo not given),-4.7%,0.0%,0.3%,-2.4%,3.2%,-4.7%,2.3%,i,0.5,-48.4%
Cc1cc(C(=O)NNc2ccc(C(C)C)cc2)n(C(C)(C)C)n1,-0.4%,-0.4%,-13.2%,-16.5%,8.2%,25.4%,-6.0%,i,0.4,3.2%
CCc1ccccc1N1C(=O)C2CC=CCC2C1=O (stereo not given),-2.1%,-0.2%,11.8%,-18.2%,-4.1%,1.4%,-5.9%,i,0.8,-12.6%
O=C(c1ccc2ccccc2c1)C1CCCN(C(=O)CN2C(=O)CSC2=O)C1 (stereo not given),-4.7%,-0.3%,-0.9%,-43.3%,0.2%,-9.7%,-6.1%,i,0.4,18.5%
CC(=O)Nc1ccc(-c2csc(NNC(=O)c3ccc(C)cc3)n2)cc1,5.8%,-2.4%,4.0%,-70.2%[20 µM],-5.2%,-4.3%,-0.8%,i,0.0,-40.4%
O=C(CN1C(=O)CSc2ccccc21)Nc1ccc2c(c1)OCCO2,-1.8%,0.4%,-2.5%,4.0%,-1.0%,-9.8%,0.1%,i,1.8,-10.3%
O=C(Nc1ccc(Cl)cc1Cl)C1CCC(=O)N1Cc1ccccc1Cl (stereo not given),0.7%,-0.3%,-10.0%,-32.5%,4.5%,2.8%,-3.5%,i,1.2,-8.7%
Clc1ccc(/C=C/c2nc(Cl)c(-c3ccc(Cl)cc3)c(Cl)n2)cc1,9.6%,1.2%,-6.5%,12.5%,-0.7%,15.1%,1.2%,i,0.2,-3.0%
CCOc1ccc(CC(=O)N2N=C(C)CC2(O)C(F)(F)F)cc1 (stereo not given),-1.9%,-0.1%,-9.2%,20.9%,8.7%,-10.1%,4.7%,i,0.5,-31.9%
CCCNC(=O)COc1cccc(C(=O)NCc2ccccc2)c1,3.9%,1.4%,0.1%,16.7%,-4.5%,-11.6%,-7.4%,i,0.8,-20.8%
CN(C)S(=O)(=O)c1ccc2c(c1)nc(CCC(=O)NCCc1ccc(Cl)cc1)n2C,2.9%,0.9%,-6.8%,-2.2%,-3.1%,5.4%,-4.5%,i,0.3,0.3%
COc1ccc(/C=C2\CCCC3C2=NN(C(=O)COC(=O)CNC(=O)c2ccccc2)C3c2ccc(OC)cc2)cc1 (stereo not given),1.2%,2.6%,10.4%,-52.7%,3.7%,-0.3%,3.1%,i,1.9,5.2%
Cc1ccc(C(=O)CC2(O)C(=O)N(CN3CCOCC3)c3ccccc32)cc1 (stereo not given),-5.1%,0.2%,-0.3%,-35.2%,-3.4%,-6.3%,-1.9%,i,1.2,-22.6%
CCOCCCNC(=O)C(NC(=O)c1ccccc1O)c1ccccc1 (stereo not given),0.3%,-1.1%,-3.2%,-9.0%,5.5%,2.7%,-5.4%,i,0.2,-20.5%
O=C(NCc1ccc2c(c1)OCO2)c1ccc2c(c1)N(Cc1c(F)cccc1Cl)C(=O)CS2,8.1%,-0.2%,0.8%,28.9%,3.2%,4.3%,1.7%,i,0.6,-0.9%
COc1cc(NC(=O)CN(c2ccc(C)cc2)S(=O)(=O)c2c(C)noc2C)cc(OC)c1,11.3%,0.7%,8.1%,3.8%,1.6%,-6.6%,-4.4%,i,5.9,-34.4%
COc1ccc(Cl)cc1-n1c(C)cc(C=O)c1C,3.5%,-1.5%,-10.4%,29.1%,-4.6%,23.3%,-1.6%,i,1.2,8.3%
Clc1cccc(/C=N/N2CCN(Cc3ccccc3)CC2)c1,14.8%,0.8%,-0.5%,-39.4%[20 µM],-1.2%,-26.8%,-6.2%,i,0.6,-0.1%
C[C@H]1CCC[C@]2(C)C[C@H]3OC(=O)C(CN4CCCCCC4)[C@H]3C=C12 (stereo not given in full),10.2%,-0.3%,4.6%,-26.5%,-2.7%,20.6%,-5.0%,.,.,34.0%*
Cc1cc(NC(=O)COC(=O)[C@@H](NS(=O)(=O)c2ccccc2)C(C)C)no1,-3.5%,-0.3%,-3.9%,-15.9%,0.0%,0.2%,-1.6%,i,0.3,-26.7%
CCn1c(=O)c2ccccc2n2c(SCC(N)=O)nnc12,3.4%,-0.5%,2.7%,11.4%,-5.7%,13.6%,-10.1%,i,0.5,-11.8%
O=C(Cc1ccccc1)c1nc2ccccc2s1,-7.2%,-0.4%,8.0%,10.3%,7.9%,10.0%,-6.7%,i,0.6,18.8%
Cc1cc(NC(=O)CCCn2cc([N+](=O)[O-])cn2)n(Cc2ccc(F)cc2)n1,-2.7%,0.4%,-2.1%,-11.0%,-2.1%,-10.9%,-4.6%,i,1.1,-38.8%
CC(=O)c1c(O)c2cccc3c2n(c1=O)CCC3,-5.8%,-1.2%,1.1%,19.5%,4.3%,-28.8%,-9.1%,i,0.5,4.9%
COC(=O)c1c(NC(=O)c2cccnc2)sc(C)c1C,-3.2%,3.5%,19.8%,-51.7%,1.0%,10.7%,-6.7%,i,1.0,-18.3%
Cc1cc(/C=N/n2cnnc2)c(C)n1-c1cccc(C(=O)O)c1,-6.2%,0.1%,-10.4%,28.9%,-2.0%,-8.7%,-5.4%,i,2.8,21.4%
Cc1ccnc(NC(=O)Cc2ccc(F)cc2)n1,-1.7%,-1.0%,-4.2%,-20.9%,2.4%,-5.9%,-4.1%,i,0.3,-0.9%
O=C(Nc1ccccc1)c1ccc2ccccc2n1,-1.9%,-1.7%,3.2%,-6.0%,1.4%,-61.8%,-4.9%,i,1.0,-22.8%
CC1COc2ccccc2N1S(=O)(=O)c1cc(Cl)ccc1Cl (stereo not given),2.5%,1.3%,-2.6%,1.1%,-2.6%,17.6%,-5.3%,i,0.6,7.1%
CC1(C)OC1COc1c2ccoc2cc2oc(=O)ccc12 (stereo not given),-1.3%,0.2%,.,11.7%[20 µM],-4.5%,5.7%,-2.0%,i,0.2,-35.4%
CCN(CC(=O)Nc1c(F)cccc1F)C(=O)Cc1ccccc1,-7.1%,0.0%,0.2%,-9.0%,2.2%,-12.3%,-2.2%,i,0.4,0.1%

# Quoted at random: four entries already listed
SMILES,Siah-1 displacement,HIV peptide binding,Salmonella PhoP GFP,KOR beta-arrestin-1,KOR beta-arrestin-2,HEK293 NOD2/NF-kB,LYP phosphatase,Myeloid diff 2,Myeloid diff 2 GFP+ MAC1+ %,NOD1 inhibition
COC(=O)c1c(NC(=O)c2cccnc2)sc(C)c1C,-3.2%,3.5%,19.8%,-51.7%,1.0%,10.7%,-6.7%,i,1.0,-18.3%
CC(=O)c1c(O)c2cccc3c2n(c1=O)CCC3,-5.8%,-1.2%,1.1%,19.5%,4.3%,-28.8%,-9.1%,i,0.5,4.9%
Cc1ccnc(NC(=O)Cc2ccc(F)cc2)n1,-1.7%,-1.0%,-4.2%,-20.9%,2.4%,-5.9%,-4.1%,i,0.3,-0.9%
O=C(Cc1ccccc1)c1nc2ccccc2s1,-7.2%,-0.4%,8.0%,10.3%,7.9%,10.0%,-6.7%,i,0.6,18.8%

# The list goes on.
SMILES,Siah-1 displacement,HIV peptide binding,Salmonella PhoP GFP,KOR beta-arrestin-1,KOR beta-arrestin-2,HEK293 NOD2/NF-kB,LYP phosphatase,Myeloid diff 2,Myeloid diff 2 GFP+ MAC1+ %,NOD1 inhibition
Cc1cc(C)n(C(=O)C2CCCN2S(=O)(=O)c2ccc(Cl)cc2)n1 (stereo not given),1.8%,-2.1%,3.0%,23.8%,-5.7%,-2.6%,-4.9%,i,0.1,-8.7%
CC(=O)c1cccc(NC(=O)CSc2nnc(C(C)N(C)C)n2Cc2ccccc2)c1 (stereo not given),8.4%,2.4%,-2.6%,-35.9%,2.7%,11.8%,-8.4%,i,0.7,14.9%
O=C1c2ccccc2C(=O)N1CSc1nnc2c3ccccc3n(CCc3ccccc3)c2n1,-2.3%,-3.3%,10.3%,-9.8%,-2.7%,8.6%,0.7%,i,0.6,-2.9%
COCC(=O)Nc1ccc(N(C)C)cc1,6.3%,-0.9%,-0.3%,38.0%,-0.4%,-5.3%,-9.6%,i,0.2,-15.1%
CCOCCCNC(=O)c1ccc(/C=C2\Oc3ccccc3N(C)C2=O)cc1,1.9%,0.8%,-8.7%,-25.9%,0.8%,16.4%,-0.7%,i,0.7,-8.4%
Cn1cnnc1SCC(=O)Nc1ccccc1C(=O)NC1CC1,3.8%,-1.7%,-2.4%,-22.8%,0.4%,5.5%,-2.3%,i,1.0,-0.3%
Cc1ccc(C23CC4CC(CC(C(=O)N5CCN(C)CC5)(C4)C2)C3)cc1,-7.0%,1.0%,2.8%,6.6%,.,12.9%,-13.4%,i,0.2,-6.4%
O=C(CN1C(=O)C2C3C=CC(C3)C2C1=O)N1CCc2ccccc2C1 (stereo not given),-1.5%,-1.7%,6.2%,-27.7%,3.8%,2.4%,-1.7%,i,0.5,-6.3%
Cc1ccc(NC(=O)CO/N=C/c2ccc(N(C)C)cc2)cc1,3.2%,43.2%,-19.1%,-0.7%,3.6%,2.4%,-8.6%,i,0.0,-15.2%
CCN(CC)c1ccc(C=C2C(=O)OC3(CCCC3)OC2=O)cc1,5.9%,5.0%,3.0%,7.9%,-1.9%,6.9%,-3.7%,i,0.8,-16.4%
